GAA850 FXN act – FXN promoter activators, primary screen, cell-based, luciferase luminescence, HEK293 lucGAA850. hit rate 0.56% among 360,000. activation, % at 6 µM. HEK293 lucGAA850 FXN promoter luciferase reporter, 24 h; percent of 10 µM SAHA response. AID 540364, 2011;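 active = activation above the average of all compounds screened plus 3 SD, cutoff fixed separately per campaign, cut at about 7.5% in these data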;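 also: 0% = DMSO wells and 100% = 10 µM SAHA wells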
DAX1 inh – DAX1 (NR0B1) inhibitors, primary screen, cell-based, HEK293, Gal4-DAX1, luciferase luminescence | inhibition, % at 6.75 µM | AID 504766, 2011 | Nuclear receptor subfamily 0 group B member 1 (Homo sapiens), P51843 | hit rate 0.99% among 340,000 | HEK293 Gal4-DAX1 luciferase reporter;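 active = inhibition above the mean over all tested compounds plus 3 SD, cut at about 4.2% in these data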;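 also: 0% = DAX1-transfected cells with DMSO and 100% = empty-vector control cells with DMSO; inhibition shows as a rise in luminescence from relieved DAX1 repression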
Target sequence (P51843 207-470 limits assumed): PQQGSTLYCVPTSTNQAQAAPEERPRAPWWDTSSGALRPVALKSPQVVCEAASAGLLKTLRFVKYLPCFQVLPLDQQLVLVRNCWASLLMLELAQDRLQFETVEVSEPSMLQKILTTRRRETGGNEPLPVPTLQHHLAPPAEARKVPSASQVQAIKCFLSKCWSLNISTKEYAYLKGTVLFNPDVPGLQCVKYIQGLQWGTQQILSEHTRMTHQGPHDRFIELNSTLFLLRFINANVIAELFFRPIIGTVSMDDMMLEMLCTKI
Numbers without * were called inactive. Not all compounds are listed. The share of hits here may be higher or lower than overall.

entry	Molecule	GAA850 FXN act	DAX1 inh
1	COc1ccc(-c2sc3ccc(OC)cc3c2C#CCCO)cc1	4.2	-0.2
2	Clc1ccc(-c2nnc(C34CC5CC(CC(C5)C3)C4)o2)cn1	0.8	1.9
3	COc1cc2cncc(Cc3ccc(Cl)cc3)c2cc1OC	-1.4	-0.5
4	COc1cc(OC)c2c(=O)c(OC)c(-c3ccc(OC)c(OC)c3)oc2c1	0.1	-1.4
5	Cc1cc2cc(CCNC(=O)c3ccc(S(=O)(=O)N4CCOCC4)cc3)c(=O)[nH]c2cc1C	-1.4	-0.2
6	CSc1nc(N(C)CCO)c2sc3nc(-c4ccco4)c4c(c3c2n1)CCC4	-1.1	0.5
7	O=C1C(=O)N(CCN2CCOCC2)C(c2ccc(Cl)cc2)/C1=C(/O)c1ccc(S(=O)(=O)N2CCOCC2)cc1 (stereo not given)	-0.1	0.2
8	CCN=c1scc(-c2ccccc2)n1/N=C/c1ccccn1	-6.9	-3.9
9	CC[C@@]12C(=O)N(c3cccc(F)c3)C(=O)N1[C@H](c1ccc(F)cc1)[C@@H]1C(=O)N(C3CCCCC3)C(=O)[C@@H]12	13*	-0.2
10	COc1cc2c(cc1OC)CN(CC(=O)Nc1ccc(Cl)c(S(=O)(=O)N(C)C)c1)CC2	0.7	0.7
11	CCOn1c(=O)c(-c2cc3ccccc3o2)[n+]([O-])c2ccccc21	2.3	1.0
12	OCCN1CCN(C2Cc3cc(Cl)ccc3Sc3ccc(Cl)cc32)CC1 (stereo not given) (tested in a mixture with another compound)	-1.1	-0.5
13	CNC(=O)Cn1ncc2c3ccccc3n(C)c2c1=O	0.7	-0.9
14	CC[C@]12c3[nH]c4cc(-c5ccco5)ccc4c3CCN1C(=O)[C@@H](CC(=O)NCCC1=CCCCC1)C[C@@H]2C(=O)N1CCN(C(=O)c2ccco2)CC1	-1.4	-1.8
15	COc1cccc(CNc2cc(CSc3ccc(Cl)cc3)nc(C)n2)c1	1.9	-0.5

Other structures follow.
entry	Molecule	GAA850 FXN act	DAX1 inh
16	CCOc1ccc(N=Cc2ccc(N(C)C)cc2)c(O)c1	0.4	1.0
17	Cc1snc(S(=O)(=O)/C(C#N)=N/Nc2cccc(C(F)(F)F)c2)c1C#N	2.5	-0.6
18	CC(C)(C)c1ccc(/C=C(\c2nc3ccccc3[nH]2)S(=O)(=O)c2ccccc2)cc1	-6.5	-4.2
19	COc1ccc(Cl)cc1-c1nc(-c2ccc(NC(=O)c3cccs3)cc2)no1	5.4	2.8
20	NCCCC[C@@H]1NC(=O)c2cc([N+](=O)[O-])cc(I)c2SC[C@@H](C(=O)NCC(N)=O)NC(=O)CNC1=O	-0.5	4.1
21	C#CCOCCOCCOCCNc1nc(N2CCN(C(=O)CCCCCCCCCCNC(=O)Cn3cc(CCCCCN)nn3)CC2)nc(N2CCN(C(=O)CCCCCCCCCCNC(=O)[C@@H](CCSC)n3cc(CCO)nn3)CC2)n1	0.0	-1.0
22	NC(=O)C1CCN(c2nc(-c3cccs3)cs2)CC1	3.2	1.0
23	CCOC(=O)C1=C(O)c2ccccc2C(=O)/C1=C\c1ccc(CC)cc1	0.8	-2.8
24	CC[C@]12C(=O)N(C)C[C@H]([C@@H]3C(=O)N(C)C(=O)[C@@H]31)N2C(=O)c1ccc(Cl)c(Cl)c1	-0.1	0.1
25	O=C(c1ccccc1F)N1CCN(S(=O)(=O)c2ccc(Br)cc2)CC1	0.9	1.1
26	CCCOC(=O)c1cc(-c2ccc(/C=C3/C(=O)N(C)C(=O)C(C#N)=C3C)o2)ccc1Cl	2.5	2.2
27	Cc1cccc(Cn2c(=O)oc3ccc(C)cc32)c1	0.1	-0.1
28	O=C(NCc1cccc(F)c1)c1cccc2c1C(=O)c1ccc(N3CCC(Cc4ccccc4)CC3)cc1S2(=O)=O	-1.3	-0.5
29	COc1ccc(C(=O)/C=C/C(=O)N(Cc2ccc(F)cc2)C(C(=O)NC2CCCCC2)c2ccncc2)c(O)c1 (stereo not given)	-1.6	-2.1
30	C=CC(=O)Nc1cccc(Oc2ccnc3[nH]ccc23)c1	-2.0	0.7

(listing goes on)
entry	Molecule	GAA850 FXN act	DAX1 inh
31	C#CCOc1ccc(OC)cc1C(c1c(C)[nH][nH]c1=O)c1c(C)[nH][nH]c1=O	1.6	-1.2
32	Cc1cc(O)c2c(c1O)C(=O)[C@]13C(=C2O)C(=O)[C@@H]2[C@@H](O)[C@H]1[C@@H]1[C@H](O)[C@H]3C(=O)C3=C(O)c4c(O)cc(C)c(O)c4C(=O)[C@]312	-11	-7.2
33	Clc1ccc(-c2nc(/C=N/N3CCOCC3)c3ccccn23)cc1	1.7	0.1
34	COc1ccc(/C=C2\Sc3ccc(C(=O)N4CCCC4)cc3N(C)C2=O)cc1OC	1.9	-0.9
35	Cc1ccc(NC(=O)CN2C(=O)N/C(=C\c3cccn3-c3cccc(C(=O)O)c3)C2=O)cc1	0.3	0.9
36	Cc1csc(NC(=O)CSc2ncnc3c2cnn3-c2ccccc2Cl)n1	-4.4	-2.6
37	CCOC(=O)c1ccc(-c2cccc(-c3cc(=O)oc4cc(OC)cc(OC)c34)c2)cc1	-0.3	0.9
38	CC1=C(C(N)=O)C(c2cccnc2)n2nc(SCc3ccccc3Cl)nc2N1 (stereo not given)	0.5	0.0
39	O=C(O)COCC(=O)N1CCCN(c2nccc(C(F)(F)F)n2)CC1	0.8	-1.4
40	CCOC(=O)c1c(C)n(-c2ccc(C)cc2)c2ccc(OCC(O)CNCC3CCCO3)cc12 (stereo not given)	2.4	-0.9
41	COc1cccc(NC(=O)CN(C)S(=O)(=O)c2ccc3c(c2)CCC(=O)N3)c1	-0.2	-0.3
42	COc1ccc(CCn2c(C(C)C)nc3c(c(=O)c4ccccc4n3C)c2=O)cc1	-5.2	-2.1
43	CN1CCN(c2nc3ccccn3c(=O)c2C=O)CC1	2.9	-1.9
44	CC(C)(C)OC(=O)N1CCC[C@@H]1CO	2.4	0.3
45	O=C(NCc1ccc(Cl)cc1)C1CCC(CNS(=O)(=O)c2ccccc2)CC1 (stereo not given)	1.9	-1.6

(continued)
entry	Molecule	GAA850 FXN act	DAX1 inh
46	Oc1ccc(N=Cc2ccc(O)c(O)c2)cc1	-0.5	0.7
47	COc1cc(C(=O)Oc2c(CN3CCOCC3)cc(Cl)c3cccnc23)cc(OC)c1OC	18*	-3.0
48	CC1=C(C(N)=O)C(c2ccccc2F)n2nc(CCCO)nc2N1 (stereo not given)	3.6	0.8
49	O=C(O)C(O)c1ccco1 (stereo not given)	1.6	-0.9
50	N#Cc1ccc(C23CC4(C2)[C@H](CN(P(=O)(c2ccccc2)c2ccccc2)[C@@H]4c2ccccc2)C3c2ccc(Cl)nc2)cc1 (stereo not given in full)	-14	-1.3
51	CC1CC(C)CN(S(=O)(=O)c2ccc(C(=O)NCCCn3ccnc3)cc2)C1 (stereo not given)	2.8	-2.1
52	C=CCN1C(=O)C(O)(CC(=O)c2ccc(Cl)cc2)c2ccccc21 (stereo not given)	-2.6	0.1
53	COc1ccc(N=c2ssnc2Cl)cc1	-0.8	-1.0
54	CCN1C(=O)C(C(=O)c2ccccc2)SC1=S (stereo not given)	1.2	2.2
55	CCN1/C(=C\C(C)=O)Sc2ccc(OC)cc21	-5.2	-0.3
56	O=C(CCS(=O)(=O)c1ccc2c(c1)NC(=O)CS2)NCc1ccccc1Cl	-1.9	0.2
57	C=CCn1c(SCCN2C(=O)c3ccccc3C2=O)nc2scc(-c3ccccc3)c2c1=O	2.4	0.1
58	O=[N+]([O-])c1cc([N+](=O)[O-])c2oc(-c3ccccc3)c(Br)c2c1O	4.6	-0.3
59	CC(C)OC(=O)C(C#N)c1nc2ccccc2nc1N1CCCC1 (stereo not given)	2.4	0.7
60	O=c1cc(-c2cc3ccccc3o2)c2cc(O)ccc2o1	0.5	0.1

Next section (2 carried over from the part before).
entry	Molecule	GAA850 FXN act	DAX1 inh
59	CC(C)OC(=O)C(C#N)c1nc2ccccc2nc1N1CCCC1 (stereo not given)	2.4	0.7
60	O=c1cc(-c2cc3ccccc3o2)c2cc(O)ccc2o1	0.5	0.1
61	Cc1c([N+](=O)[O-])nnn1-c1cc(Cl)cc(Cl)c1	1.1	2.4
62	CC(=O)C1=C(O)C(=O)N(CC(=O)O)C1c1ccccc1Cl (stereo not given)	-0.9	3.8
63	COc1ccccc1[C@H]1C(c2ccccc2)=NN(c2ccccc2)[C@@H]1CO	1.4	0.4
64	O=c1[nH][nH]c2c(N=Cc3ccccc3O)ccc(F)c12	0.1	-0.3
65	COc1ccc2sc(-c3ccccc3OC)c(-c3ccc(OCCN4CCOCC4)cc3)c2c1	0.1	-0.2
66	CCOc1cc(C)c(S(=O)(=O)Nc2ccc3cn[nH]c3c2)cc1C	-0.8	-2.7
67	CC(=O)C1C(c2ccc(F)cc2)NC(=O)NC1(O)C(F)(F)F (stereo not given)	1.0	0.5
68	O=C(N/N=C/c1cccnc1)c1cc(C2CC2)nc2ccccc12	0.9	-0.5
69	CCOC(=O)c1cnc2c(-c3ccc(F)cc3)cnn2c1C(F)(F)F	1.2	-0.9
70	COCCCNC(=O)Cn1c(=O)n(Cc2ccc(F)cc2)c(=O)c2sccc21	-0.1	3.4
71	COc1ccc(/C=C2\Oc3cc(OCC(=O)N4CCC[C@H]4CO)ccc3C2=O)c(OC)c1	1.5	-2.5
72	O=C(NC1CCCC1)c1cnn2c(C(F)(F)F)cc(-c3ccc4c(c3)OCO4)nc12	-1.0	0.3
73	CCN(CC)C(=O)[C@H]1C[C@H](CC(=O)NCc2cccc(C(F)(F)F)c2)C(=O)N2CCc3c([nH]c4cc(-c5ccco5)ccc34)[C@]12C	-4.4	-1.5
74	Clc1ccc(-c2noc(CCCOc3ccccc3)n2)cc1	0.7	0.0
75	COc1ccc(CN2C(=O)C(Cc3ccccc3)Nc3ncnc(N4CCCCC4)c32)cc1 (stereo not given)	1.4	-0.1

(listing goes on)
entry	Molecule	GAA850 FXN act	DAX1 inh
76	Cc1ccc(NC(=O)CSCC(=O)Nc2cc(C(F)(F)F)ccc2N2CCOCC2)cc1	11*	0.0
77	Cn1c(C(=O)N2CCc3ccccc3C2)cc2oc3ccccc3c21	1.8	-1.5
78	Cc1cc(C(=O)N/N=C\c2cc(C(C)(C)C)ccc2O)n[nH]1	-1.7	-0.6
79	O=S(=O)(NCc1cccnc1)c1ccc(Cl)s1	1.0	0.4
80	CCCNC(=O)Cn1cnc2sc(C(=O)N3CCCC(C(=O)OCC)C3)c(C)c2c1=O (stereo not given)	-1.1	1.7
81	C/C=C\C=C/C(=O)Nc1cccc(C2=NOC3(C2)C[C@@H](C(N)=O)N(C(=O)/C=C/CC)C3)c1 (stereo not given in full)	-0.6	-0.8
82	COc1ccc(S(=O)(=O)N(CC(=O)N2CCN(c3ccccc3OC)CC2)c2ccccc2)cc1	-2.9	-1.6
83	Cc1coc2c1C(=O)C(=O)c1c-2ccc2c(C)cccc12	-3.0	-2.2
84	Cc1ccc(-n2[nH]c(C)c(/C=N/NC(=O)c3ccc(O)cc3O)c2=O)cc1	3.2	0.6
85	CCNc1nc(NCC)n2c(SCC(=O)Nc3cccc(Cl)c3)nnc2n1	-3.2	-1.3
86	Cc1cccn2c(=O)c3cc(C#N)c(=N)n(CCN4CCOCC4)c3nc12	2.5	0.7
87	CCOC(=O)CCCc1sc(N)nc1-c1[nH]c(=O)[nH]c1C	-1.1	0.1
88	CN(C)CCCNc1ncnc2c1cnn2-c1ccccc1	3.5	0.7
89	Cc1nc2ccc(NC(=O)c3cccc(S(=O)(=O)N(C)c4ccccc4)c3)cc2s1	-4.3	-4.9
90	O=C(OCc1nc2ccccc2s1)c1ccc([N+](=O)[O-])o1	3.5	0.3

Complete entries as entered above:
C/C=C\C=C/C(=O)Nc1cccc(C2=NOC3(C2)C[C@@H](C(N)=O)N(C(=O)/C=C/CC)C3)c1 (stereo not given in full) is listed with GAA850 FXN act = -0.6; DAX1 inh = -0.8
Cc1cccn2c(=O)c3cc(C#N)c(=N)n(CCN4CCOCC4)c3nc12 is listed with GAA850 FXN act = 2.5; DAX1 inh = 0.7
Cn1c(C(=O)N2CCc3ccccc3C2)cc2oc3ccccc3c21 is listed with GAA850 FXN act = 1.8; DAX1 inh = -1.5

More entries follow.
entry	Molecule	GAA850 FXN act	DAX1 inh
91	COc1cc(CNc2ccc(C)c(C)c2)cc(OC)c1OC	-3.8	0.4
92	CCOC(=O)/C(=N\Nc1ccc(Br)cc1)N1CC(C)OC(C)C1 (stereo not given)	-1.8	0.9
93	COc1cccc(OCc2cc(C(=O)N3CCN(C)C(c4ccccc4)C3)no2)c1 (stereo not given)	3.6	-0.1
94	COc1cccc(/C=C/C(=C2/C(=O)N(c3ccccc3)N=C2C)c2ccc(Br)cc2)c1OC	2.1	-1.0
95	FC(F)(F)c1cccc(-c2nc3nc(Cl)c(Cl)nc3[nH]2)c1	-8.3	-1.1
96	CN1CCc2c(sc3c2C(=O)NC(c2ccc(-c4cccc(Cl)c4)o2)N3)C1 (stereo not given)	1.6	1.9
97	CC(c1ccccc1)n1c(-c2ccc(C(C)(C)C)cc2)n[nH]c1=S (stereo not given)	1.7	1.7
98	COc1ccc(C(=O)NC2CC2)cc1OC1CCN(Cc2ccc(Cl)cc2)CC1	3.9	0.4

Source: PubChem
